FUS yeast rescue = FUS proteinopathy suppression in yeast. Potency, µM (highest dose often 76.6 µM), inactives show at the top dose growth rescue (activation), most hits filed as activators. S. cerevisiae FUS-expressing, growth rescue, OD600, 24 h. hit rate 0.24% among 390,000; active = well fitted activation curve with a large enough effect; inconclusive = small, poorly fitted or top-dose-only effect; inactive = no such curve, though single readings can be large or run the other way;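 also: plate controls were DMSO vehicle for no effect and reference control for full effect; nearly all actives have a fitted effect of over 55% in size; some results filed as inactive show a strong effect at the top dose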
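Toxicity suppression screen in FUS-yeast. Cells induced with 2% galactose, starting OD 0.005, treated 24hr at 30C with compounds at multiple final concentrations; growth by OD600.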
* = called active by the depositor; u = inconclusive. Potency is read from the fitted curve at half-maximal effect. An excerpt; rates above refer to the full screens.

SMILES	FUS yeast rescue
C[C@H]1[C@@H](NC(=O)c2ccc(O)cc2)CC[C@@]23CCCN2C(=O)CCC[C@@H]13	5%
CN1[C@@H](Cc2ccccc2)COc2cccc(N3CCSCC3)c2S1(=O)=O	43%
CC(C)NC(=O)N[C@H]1C[C@@H]2O[C@H](CO)CC[C@@H]2O[C@@H]1CCc1ccc(-c2ccc(F)cc2)cc1	u
CCC(C)N(C(=O)c1oc(=O)c2ccccc2c1-c1ccc(C)cc1)C(C)CC (stereo unspecified)	41%
COc1ccc(NC(=O)Nc2ccccc2C(=O)N2CCCC2)cc1OC	7%
COc1ccc(CN2CN3Cc4ccc(C)cc4C3CS2(=O)=O)cc1 (stereo unspecified)	3%
O=C(OCC#CCSc1nnc(-c2cccc3ccccc23)o1)c1ccc(F)nc1	32%
CC(C)[C@H](N)C(=O)N1CCC[C@@H]1C(=O)N1CCC2CCN(S(=O)(=O)c3ccccc3)CC21 (stereo partly specified)	-17%
O=C(NCc1ccccc1)O[C@@H]1CC[C@@]23CCCN2C(=O)CCC[C@H]3C1	-4%
CCCCCCNC(=O)C1CSCCS(=O)(=O)N1Cc1ccccc1 (stereo unspecified)	-8%

Structural class, the compounds so far with a carbonyl joined to an NH by a bond outside any ring (five)
SMILES	FUS yeast rescue
C[C@H]1[C@@H](NC(=O)c2ccc(O)cc2)CC[C@@]23CCCN2C(=O)CCC[C@@H]13	5%
CC(C)NC(=O)N[C@H]1C[C@@H]2O[C@H](CO)CC[C@@H]2O[C@@H]1CCc1ccc(-c2ccc(F)cc2)cc1	u
COc1ccc(NC(=O)Nc2ccccc2C(=O)N2CCCC2)cc1OC	7%
O=C(NCc1ccccc1)O[C@@H]1CC[C@@]23CCCN2C(=O)CCC[C@H]3C1	-4%
CCCCCCNC(=O)C1CSCCS(=O)(=O)N1Cc1ccccc1 (stereo unspecified)	-8%

Following part
SMILES	FUS yeast rescue
CC(C)CN1C(=O)C[C@@]2(C(=O)N(C)c3ccc(NC(=O)C(F)(F)F)cc32)C1c1ccccc1 (stereo partly specified)	4%
CC(C)NC(=O)NC1CCN(CC(=O)Nc2ccc3c(c2)OCCO3)CC1	-15%
COCCCNC(=O)C[C@H]1C[C@@]2(C(=O)OC)C(=C[C@H](C3CCCC3)O[C@@H]2C)N(CCc2ccc(OC)c(OC)c2)C1=O	23%
Oc1ccc(CNc2ccccn2)c2cccnc12	19%
CCC(NC(=O)Cn1c(-c2ccccc2)cc(C(C)=O)c1C)c1ccccc1 (stereo unspecified)	-12%
C=CCN1C(=O)[C@@H](CC(=O)NCCCC)[C@]2(C(=O)OC)CCCCC=C12	0%
C[C@H]1[C@@H](OC(=O)Nc2ccc(C#N)cc2)CC[C@@]23CCCN2C(=O)CCC[C@@H]13	11%
C=CCn1c(COc2ccc(Cl)cc2)nnc1SCC(=O)c1ccccc1	30%
Cc1ccc2c(c1)C1CS(=O)(=O)N(Cc3ccc(F)cc3)CN1C2 (stereo unspecified)	u
O=C(OC12CCCN(C1)/C(=C/c1ccc(Cl)cc1)C2)c1ccccc1 (stereo unspecified)	7%
Cc1ccc(-n2c(SC/C=C/c3ccccc3)nnc2-c2cccs2)cc1	39%
O=[N+]([O-])c1cccc(C2=Nn3c(nnc3-c3ccccc3)SC2)c1	8%
COC(=O)c1cccc(N2C(=O)C[C@](Sc3ccc(OC)cc3)(C(=O)N3CCOCC3)[C@H]2c2ccc(OC)cc2)c1	u
CC(C)=CCC/C(C)=C/C[C@]12C[C@H](C(=O)O)N(C(=O)OC(C)(C)C)[C@@H]1N(C(=O)OC(C)(C)C)c1ccccc12	u
CC[C@H](CCC(=O)N(c1ccccc1)c1ccccc1)c1ccc(C)cc1	12%
O=C(Nc1ccc(F)cc1Cl)C1CCCN1S(=O)(=O)c1cccc2cccnc12 (stereo unspecified)	3%
COC(=O)[C@]12C[C@H](CC(=O)NCc3ccc(OC)c(OC)c3)C(=O)N(CCc3ccc(OC)c(OC)c3)C1=C[C@H](C(C)C)O[C@@H]2C1CC1	32%
COC(=O)C1CN(Cc2cn(Cc3ccc(C)cc3)nn2)CCS(=O)(=O)N1Cc1ccc(F)cc1 (stereo unspecified)	40%
COc1cc2c(c(OC)c1)[C@H](/C=C/c1ccccc1)[C@@H]([C@H](O)CO)OC2	8%
COc1cccc(NC(=O)Nc2nc3ncccn3c2-c2ccc(F)c(F)c2)c1	14%

7 structures already listed, sorted by heavy-atom count, falling.
SMILES	FUS yeast rescue
COC(=O)[C@]12C[C@H](CC(=O)NCc3ccc(OC)c(OC)c3)C(=O)N(CCc3ccc(OC)c(OC)c3)C1=C[C@H](C(C)C)O[C@@H]2C1CC1	32%
COC(=O)c1cccc(N2C(=O)C[C@](Sc3ccc(OC)cc3)(C(=O)N3CCOCC3)[C@H]2c2ccc(OC)cc2)c1	u
CC(C)=CCC/C(C)=C/C[C@]12C[C@H](C(=O)O)N(C(=O)OC(C)(C)C)[C@@H]1N(C(=O)OC(C)(C)C)c1ccccc12	u
COC(=O)C1CN(Cc2cn(Cc3ccc(C)cc3)nn2)CCS(=O)(=O)N1Cc1ccc(F)cc1 (stereo unspecified)	40%
COc1cccc(NC(=O)Nc2nc3ncccn3c2-c2ccc(F)c(F)c2)c1	14%
CC[C@H](CCC(=O)N(c1ccccc1)c1ccccc1)c1ccc(C)cc1	12%
COc1cc2c(c(OC)c1)[C@H](/C=C/c1ccccc1)[C@@H]([C@H](O)CO)OC2	8%

Random excerpt: six compounds from above.
SMILES	FUS yeast rescue
COc1ccc(CN2CN3Cc4ccc(C)cc4C3CS2(=O)=O)cc1 (stereo unspecified)	3%
O=C(OCC#CCSc1nnc(-c2cccc3ccccc23)o1)c1ccc(F)nc1	32%
COCCCNC(=O)C[C@H]1C[C@@]2(C(=O)OC)C(=C[C@H](C3CCCC3)O[C@@H]2C)N(CCc2ccc(OC)c(OC)c2)C1=O	23%
C=CCN1C(=O)[C@@H](CC(=O)NCCCC)[C@]2(C(=O)OC)CCCCC=C12	0%
CC(C)NC(=O)NC1CCN(CC(=O)Nc2ccc3c(c2)OCCO3)CC1	-15%
CC(C)[C@H](N)C(=O)N1CCC[C@@H]1C(=O)N1CCC2CCN(S(=O)(=O)c3ccccc3)CC21 (stereo partly specified)	-17%

Next section.
SMILES	FUS yeast rescue
COc1cc(C=Nn2c(-c3cc(-c4ccccc4)n[nH]3)n[nH]c2=S)ccc1OC(C)=O	23%
COC(=O)[C@]12C[C@H](CC(=O)NCc3ccc(C)o3)C(=O)N(Cc3ccc(Cl)cc3Cl)C1=C[C@H](C(C)(C)C)O[C@@H]2C	u
COc1ccc(NC(=O)Nc2cc(C)nn2-c2ccccc2)cc1	-4%
COC(=O)[C@]12C[C@H](CC(=O)NCc3ccc(C)o3)C(=O)N(Cc3cccc4ccccc34)C1=C[C@H](COCc1ccccc1)O[C@@H]2C	u
COc1ccc(S[C@]2(C(=O)N3CCN(c4ncccn4)CC3)CC(=O)N(C(=O)C3CC3)[C@@H]2c2ccc(OC)cc2)cc1	5%
COC(=O)c1cc(C(C)c2ccccc2O)n2ccccc12 (stereo unspecified)	0%
N#Cc1ccc(/C=C2\CC3(OC(=O)C4CCCC4)CCCN2C3)cc1 (stereo unspecified)	5%
COc1ccc(C(C(=O)N(C)C2CCCC2)N(Cc2ccc(F)cc2)C(=O)c2cc(C)on2)cc1OC (stereo unspecified)	34%
COc1ccc(Cn2ccc3ccc(-c4ccc5ccn(C(=O)c6cccc(OC)c6)c5c4)cc32)cc1	16%
C[C@H]1[C@@H](N)CC[C@@]23CCCN2C(=O)CCC[C@@H]13	-12%
COc1ccc(CN[C@@H]2CC[C@@]34CCCN3C(=O)CCC[C@H]4C2)cc1OC	7%
Cc1cc(N2CCC[C@@H]2C)nc2ccccc12	-8%
Cc1ccc(C=Nn2c(-c3n[nH]c4c3CCC4)n[nH]c2=S)s1	9%
COc1cc(NC(=O)c2ccccc2)c(C)cc1NC(=O)CSc1nnc(-c2ccco2)n1Cc1ccco1	u
CCCCCCCCNS(=O)(=O)CC1NCc2cc(OC)ccc21 (stereo unspecified)	15%
COC(=O)[C@]12C[C@H](CC(=O)NCc3ccccc3)C(=O)N(Cc3ccc(Cl)cc3Cl)C1=C[C@H](C(C)(C)C)O[C@@H]2C	40%
CCC(=O)N1CCC(C(=O)NC2CCCc3ccccc32)CC1 (stereo unspecified)	10%
C[C@@H]1Cc2cc(O)c(O)c(O)c2C(=O)O1	-28%
COC(=O)[C@]12C[C@H](CC(=O)N3CCCC3)C(=O)N(Cc3ccccc3)C1=C[C@H](COCc1ccccc1)O[C@@H]2C	24%
CN(C)c1cccc(/C=C2\CC3(OC(=O)c4cccc(F)c4)CCCN2C3)c1 (stereo unspecified)	19%
COC(=O)C[C@@H]1CC[C@H]2[C@@H](COc3ccc(NC(=O)NC(C)C)cc3C(=O)N2C)O1	2%
Cc1cc(NS(=O)(=O)c2ccc(NC(=O)CSc3nnc(-c4ccco4)n3-c3ccc(Cl)cc3)cc2)nc(C)n1	u
N#CCC[C@H]1CC[C@]2(CCCN(Cc3ccc(Cl)cc3)C2)O1	-6%
CCCCNC(=O)C1CCCN1C(=O)Nc1ccc2c(c1)OCO2 (stereo unspecified)	-18%
CCCC[C@H]1C2CC(OC(=O)NCCCc3ccccc3)C(C2)[C@H]2CCCCN21 (stereo partly specified)	3%
Cc1ccc(NC(=O)OCCCN2C(=O)CCC23CCC(C)CC3)cc1C (stereo unspecified)	u
COC(=O)[C@]12C[C@H](CC(=O)N3CCCCC3)C(=O)N(CCc3ccc(OC)c(OC)c3)C1=C[C@H](C1CCCC1)O[C@@H]2C	40%
CN1CCCN(C(=O)C2CCCN(C(=O)c3ccc4c(c3)NC(=O)CS4)C2)CC1 (stereo unspecified)	-5%
S=C(NCC1CCCCC1)OC1CCC12CCC(c1ccccc1)CC2 (stereo unspecified)	-9%
COC(=O)[C@]12C[C@H](CC(=O)N3CCC(c4ccccc4)CC3)C(=O)N(Cc3cccc4ccccc34)C1=C[C@H](C(C)(C)C)O[C@@H]2C	21%
O=C(NCc1ccc(C(F)(F)F)cc1)O[C@H]1CC[C@@]23CCCN2C(=O)CCC[C@H]3C1	34%
CCCCCN1CCCCC(NC(=O)c2ccccc2C)C1=O (stereo unspecified)	7%
COc1ccc2cc(-c3cccc4[nH]cc(C)c34)ccc2c1	19%
C=CCN1C(=O)[C@H](CC(=O)NCCC(C)C)[C@@]2(C(=O)OCC)CCCC=C12	20%
CC1=C[C@]2(CN(CC3CC3)C3=N[C@H](c4ccccc4)CC(=O)N32)n2c(=O)n(-c3ccccc3)c(=O)n2C1	-4%
CC(C)CN1C(=O)[C@@]2(CC(=O)N(C)C2c2ccccc2)c2cc(-n3cc(CCc4ccccc4)nn3)ccc21 (stereo partly specified)	-2%
CN1c2ccc(C#CC3CC3)cc2[C@@H]2[C@@H](CCN2C(=O)C2CCOCC2)[C@H]1CO	23%
COc1ccc(CN2C/C(=C/C3=CCCCC3)N(C(=O)OCc3ccccc3)C2=N)c(OC)c1	30%
CN(Cc1ccc(C(C)(C)C)cc1)Cc1cccc2ccccc12	7%

Bioassay records as filed in PubChem.
